PRMT1 FP inh: blocks human protein arginine methyltransferase 1; Q99873; recombinant PRMT1, activity-based probe fluorescence polarization; 1.3% of 370,000 active; AID 652257; inhibition, % at 2.79 µM;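 active means inhibition above about 21% made by adding two undisclosed values, limit read from the data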
SIAE inh: human SIAE inhibition, primary screen. inhibition, % at 9.66 µM. 0.69% of 370,000 active. Q9HAT2. SIAE FP-Rh probe binding, fluorescence polarization;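 active means inhibition above a cutoff: mean of compounds within the control limits plus 3 SD of those, cut at about 17% in these data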;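 further: 0% = plate median of compound wells and 100% = probe without SIAE protein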
Target sequence (Q9HAT2 whole entry, looked up): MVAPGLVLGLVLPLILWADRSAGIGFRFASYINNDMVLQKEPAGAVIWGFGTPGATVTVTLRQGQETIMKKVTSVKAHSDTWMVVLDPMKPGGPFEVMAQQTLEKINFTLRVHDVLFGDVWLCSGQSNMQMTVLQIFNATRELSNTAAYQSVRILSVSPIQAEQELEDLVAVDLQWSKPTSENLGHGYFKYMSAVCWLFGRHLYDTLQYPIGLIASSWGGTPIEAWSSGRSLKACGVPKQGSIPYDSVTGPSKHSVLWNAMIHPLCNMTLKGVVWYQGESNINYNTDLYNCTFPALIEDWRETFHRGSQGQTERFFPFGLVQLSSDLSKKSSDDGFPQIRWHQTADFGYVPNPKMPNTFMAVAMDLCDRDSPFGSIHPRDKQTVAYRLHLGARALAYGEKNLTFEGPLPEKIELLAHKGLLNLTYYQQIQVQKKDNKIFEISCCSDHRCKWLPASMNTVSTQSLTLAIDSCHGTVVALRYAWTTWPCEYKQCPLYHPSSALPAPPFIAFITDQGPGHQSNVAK
ABHD4 inh: inhibitors of mouse ABHD4; Q8VD66; inhibition, % at 8.92 µM; 0.54% of 370,000 active; purified mABHD4, FP-Rh probe fluorescence polarization;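 active means inhibition exceeding the mean over every tested compound plus 3 SD, cut at about 30% in these data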;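 further: 0% = plate median of compound wells and 100% = S159A mutant with DMSO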
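Assay system: mABHD4 protein; medium: HEPES pH 7.0, NaCl, Pluronic buffer; dosing: 8.92 µM, single dose; schedule: 45 min + 60 min at 25 °C; signal: FP readout, ex 525 nm / em 598 nm; read-out: normalized percent inhibition of probe labeling; repeats: single replicate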
LEDGF integ inh: blocks HIV-1 LEDGF/p75-dependent DNA integration | TR-FRET IN-LEDGF/p75 DNA integration, Eu/Cy5 | inhibition, % at 3.7 µM | 0.64% of 370,000 active;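 active means inhibition above the screen-wide mean plus 3 SD, cut at about 13% in these data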;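 further: signal is the Cy5 over europium emission ratio at 671 and 618 nm; 0% = plate median of compound wells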
HTRA1 inh: blocks human HTRA1 serine peptidase; Q92743; recombinant HTRA1, FP-rhodamine activity-based probe, fluorescence polarization; inhibition, % at 5.96 µM; 0.5% of 340,000 active; in the data active means inhibition above about 36%;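 further: 0% = enzyme with DMSO and 100% = wells lacking enzyme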
TCR-CD3 inh: blocks the human TCR-CD3 interaction. TAMRA-labeled TCR probe fluorescence, biochemical. inhibition, % at 9.4 µM. 0.37% of 360,000 active. AID 651800; in the data active means inhibition above about 19%;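 further: recombinant mutant TCR 2C K166C tagged with TAMRA read by polarization; 0% = receptor in buffer alone and 100% = receptor with positive control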
TDP2 inh: blocks human TDP2 phosphodiesterase activity; O95551; inhibition, % at 12.8 µM; 0.34% of 370,000 active; recombinant TDP2, T5PNP hydrolysis, p-nitrophenol absorbance 415 nm;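 active means inhibition above the mean of all tested compounds plus 3 SD, set per campaign, cut at about 25% in these data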;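 further: 0% = DMSO with enzyme and 100% = buffer with substrate but no TDP2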
Target sequence (O95551 whole entry, looked up): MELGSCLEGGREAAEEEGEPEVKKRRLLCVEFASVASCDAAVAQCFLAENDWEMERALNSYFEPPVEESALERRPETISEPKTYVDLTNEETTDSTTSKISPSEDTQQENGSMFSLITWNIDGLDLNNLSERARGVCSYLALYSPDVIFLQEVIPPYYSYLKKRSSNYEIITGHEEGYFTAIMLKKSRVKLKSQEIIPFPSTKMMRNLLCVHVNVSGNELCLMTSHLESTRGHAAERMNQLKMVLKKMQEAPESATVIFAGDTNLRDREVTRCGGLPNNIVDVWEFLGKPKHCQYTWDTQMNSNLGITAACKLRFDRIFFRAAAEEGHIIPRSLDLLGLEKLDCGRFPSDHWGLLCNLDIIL
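Evaluation: % inhibition relative to enzyme-containing and enzyme-free wells. Material: recombinant human TDP2. Benchmarks: enzyme-free and DMSO wells. Timing: enzyme reaction with compound for 2 h at 37 °C. Compound dosing: 12.8 µM only. Measured by: p-Nitrophenol epi absorbance. Reagent: T5PNP substrate at 5 mM, a TopII-DNA adduct mimic. Replication: single well per compound.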
MBD2 inh: blocks human MBD2 binding to methylated DNA. TR-FRET, MBD2 binding to methylated oligonucleotide. inhibition, % at 4.4 µM. 0.31% of 370,000 active; in the data active means inhibition above about 13%
rCAG RNA binder: binds r(CAG) RNA repeats. r(CAG) RNA repeat, TO-PRO-1 dye displacement fluorescence. inhibition, % at 3 µM. 1.3% of 370,000 active;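 active means inhibition above the plate cutoff, the mean of all test compounds on that plate plus 3 SD, cut at about 35% in these data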;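 further: 0% = DMSO alone and 100% = 100 µM mitoxantrone as full dye displacement; higher means more dye released from RNA so lower well fluorescence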
NPR2 activator: GC-B (human) receptor activation; P20594; HEK293-GC-B cells, CNP EC30, cGMP TR-FRET; 0% at EC30 CNP, 100% saturating CNP; activation, % at 10 µM; 0.11% of 370,000 active; AID 1920062;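 active means activation at 10 µM reaching about 35% in either raw or pattern-adjusted values, limit read from the data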
Numbers without * were called inactive; · = not tested or not shown. A portion of the library. The share of hits here may be higher or lower than overall.

1) Cc1ccc(Cn2cc(S(=O)(=O)c3ccc(Cl)cc3)c(=O)c3cc(F)ccc32)cc1
2) O=C(Nc1ccccc1)N(CCCN1CCOCC1)Cc1cccs1
3) COc1ccc(N2CCN(C(=O)CSc3nnc4c(C)cc5c(C)cc(C)cc5n34)CC2)cc1
4) O=C(c1cc(-c2ccccc2)nc2ccccc12)N1CCOCC1
5) CCOC(=O)c1ccccc1C(=O)N1CCOCCOCCOCC1
6) CCOc1ccc(C(CC(=O)O)NC(=O)c2ccco2)cc1OC (stereo unspecified)
Assay by compound	1	2	3	4	5	6
PRMT1 FP inh	-1	-1	0	0	1	7
SIAE inh	-10	-3	6	4	4	-5
ABHD4 inh	4	-3	-2	-1	1	-10
LEDGF integ inh	0	1	3	2	3	1
HTRA1 inh	0	-3	2	-1	3	3
TCR-CD3 inh	-1	-1	7	-9	3	-1
TDP2 inh	15	5	-8	-10	6	6
MBD2 inh	4	1	-5	-1	-7	5
rCAG RNA binder	1	0	-1	3	-1	9
NPR2 activator	8	-5	-23	-3	5	0

Some of the entries so far, field by field:
[2] O=C(Nc1ccccc1)N(CCCN1CCOCC1)Cc1cccs1
  PRMT1 FP inh: -1; SIAE inh: -3; ABHD4 inh: -3; LEDGF integ inh: 1; HTRA1 inh: -3; TCR-CD3 inh: -1; TDP2 inh: 5; MBD2 inh: 1; rCAG RNA binder: 0; NPR2 activator: -5

[3] COc1ccc(N2CCN(C(=O)CSc3nnc4c(C)cc5c(C)cc(C)cc5n34)CC2)cc1
  PRMT1 FP inh: 0; SIAE inh: 6; ABHD4 inh: -2; LEDGF integ inh: 3; HTRA1 inh: 2; TCR-CD3 inh: 7; TDP2 inh: -8; MBD2 inh: -5; rCAG RNA binder: -1; NPR2 activator: -23

The listing continues.
7) CCn1c(SCC(=O)NC(C)C(C)C)nc2cc(S(=O)(=O)N3CCOCC3)ccc21 (stereo unspecified)
8) CCN1CCN(S(=O)(=O)c2ccc(OC)cc2)CC1
9) COc1cc(/C=C/c2noc(-c3ccccc3O)n2)ccc1OC(C)=O
10) CC(=O)c1sc(NC(=O)c2ccc(C)cc2)nc1C
11) CCCC(C(=O)NCc1ccco1)N(CC1CCCO1)C(=O)CNS(=O)(=O)c1ccc(F)cc1 (stereo unspecified)
12) Oc1ccccc1CN1CCC(C(O)(c2ccccc2)c2ccccc2)CC1
Assay by compound	7	8	9	10	11	12
PRMT1 FP inh	-1	0	-2	-2	5	-2
SIAE inh	2	-7	0	-3	2	2
ABHD4 inh	1	-2	-1	-3	-5	2
LEDGF integ inh	0	0	7	3	-4	1
HTRA1 inh	1	8	0	-1	1	3
TCR-CD3 inh	-6	-4	3	6	-2	0
TDP2 inh	-23	-9	-2	-5	-6	1
MBD2 inh	3	3	-1	1	-3	1
rCAG RNA binder	-1	-4	4	1	-8	-5
NPR2 activator	4	0	-3	-6	-3	-8

13) CCCC(=O)Nc1ccc(C(=O)NCC(=O)OCC)cc1
14) CC1CC(C)(C)NC(=S)N1CC(=O)N1CCN(Cc2ccc3c(c2)OCO3)CC1 (stereo unspecified)
15) COc1ccc(C2C(=O)N(C3CCCCC3)CC(=O)N2C2CCCC2)cc1 (stereo unspecified)
16) COc1ccc(CNCCS(=O)(=O)NC2CCCC2)cc1
17) NC(=O)c1cccnc1Oc1ccccc1
18) COc1cc(/C=N/NC(=O)c2cc(-c3ccccc3OC(C)C)nc3ccccc23)ccc1O
Assay by compound	13	14	15	16	17	18
PRMT1 FP inh	2	-2	3	1	3	2
SIAE inh	-2	12	0	1	7	3
ABHD4 inh	10	-6	-5	4	1	-15
LEDGF integ inh	1	2	5	0	-2	-5
HTRA1 inh	7	3	-5	-4	0	-13
TCR-CD3 inh	-1	1	8	-9	5	-3
TDP2 inh	-3	7	0	-6	0	12
MBD2 inh	-2	-6	1	-1	-2	2
rCAG RNA binder	0	-9	-9	2	-2	15
NPR2 activator	3	-4	-9	2	-2	18

19) CC(C)c1ccc(S(=O)(=O)N2CCC(C(=O)NCC3(N(C)C)CCCCC3)CC2)cc1
20) COc1ccccc1C(=O)Nc1nnc(S(=O)(=O)N2CCN(c3ccc(F)cc3)CC2)s1
21) N#Cc1cc(C(=O)c2ccccc2O)cn(-c2ccc(Cl)cc2)c1=O
22) COC(=O)CCC1NC(=O)C(Cc2c[nH]c3ccccc23)NC(=O)C2CC(=O)OC(C)C(NC(=O)C(C)NC(=O)C3CCCN3C(=O)C3CCCN3C(=O)C(C)NC(C)=O)C(=O)NC(CC(C)C)C(=O)NC(CCCCNC(=O)CCC(C(=O)NC(Cc3ccc(O)cc3)C(=O)O)NC1=O)C(=O)NC(Cc1c[nH]c3ccccc13)C(=O)N1CCCC1C(=O)NC(CO)C(=O)N2 (stereo unspecified)
23) C/C(=N\NC(=O)CN(c1ccccc1)S(C)(=O)=O)c1ccccc1O
24) Cn1c(=O)c2[nH]c(SCc3cccnc3)nc2n(C)c1=S
Assay by compound	19	20	21	22	23	24
PRMT1 FP inh	5	-2	-2	-3	3	-3
SIAE inh	-1	-9	6	7	-2	3
ABHD4 inh	1	-7	-6	6	-2	2
LEDGF integ inh	-2	-2	-1	4	-3	2
HTRA1 inh	1	3	·	·	4	2
TCR-CD3 inh	-8	3	1	·	-6	-1
TDP2 inh	-5	-6	-4	3	-12	7
MBD2 inh	2	-1	-6	1	-2	1
rCAG RNA binder	-6	11	4	27	3	0
NPR2 activator	3	-7	-1	-2	0	-2

25) CCOC(=O)c1c(C)[nH]c(C(=O)OCC(=O)NCc2ccccc2)c1C
26) CCOc1ccc(-n2c(C)nnc2SCC(=O)N(CC)CC)cc1
27) O=C(Nc1ccccc1N1CCOCC1)c1ccc2ccccc2c1
28) O=C(CCN1C(=O)c2ccccc2S1(=O)=O)Nc1ccc(C(=O)O)cc1
29) O=C1C=C(O)C(n2cncn2)C(c2cc(F)ccc2F)C1 (stereo unspecified)
30) O=C(COC(=O)C1CCC(=O)N1)Nc1cc(Cl)ccc1Cl (stereo unspecified)
Assay by compound	25	26	27	28	29	30
PRMT1 FP inh	-1	3	1	-2	-2	-2
SIAE inh	-11	-3	12	1	2	-3
ABHD4 inh	1	-5	-2	-6	0	7
LEDGF integ inh	-1	-1	3	-3	0	1
HTRA1 inh	-8	4	-16	6	0	7
TCR-CD3 inh	-5	2	-1	-2	7	4
TDP2 inh	0	8	-3	-7	-2	-3
MBD2 inh	3	-5	2	3	1	7
rCAG RNA binder	-1	-8	-1	2	8	-1
NPR2 activator	2	4	-1	2	-4	0

The last 3 entries of the part above come first, to join the parts.
28) O=C(CCN1C(=O)c2ccccc2S1(=O)=O)Nc1ccc(C(=O)O)cc1
29) O=C1C=C(O)C(n2cncn2)C(c2cc(F)ccc2F)C1 (stereo unspecified)
30) O=C(COC(=O)C1CCC(=O)N1)Nc1cc(Cl)ccc1Cl (stereo unspecified)
31) Cc1nc(Cl)cc(N/N=C/c2ccccc2)n1
32) COc1c(Cl)ccc(Cl)c1C(=O)OCC(=O)O
33) CCOc1ccc(N(CC(=O)NCCSCc2ccccc2Cl)S(C)(=O)=O)cc1
34) COc1ccccc1CCC(=O)Oc1ccc(C#N)cc1OC
35) COc1ccc(C(=O)N[C@H](C(=O)NCc2ccc(C)cc2)C(C)C)cc1
36) Cc1oc(-c2cc(Cl)cc(Cl)c2)cc1C(=O)NCCc1ccccc1
Assay by compound	28	29	30	31	32	33	34	35	36
PRMT1 FP inh	-2	-2	-2	-1	-1	-6	2	4	-1
SIAE inh	1	2	-3	-5	-3	-6	4	8	-37
ABHD4 inh	-6	0	7	-8	-3	1	10	6	-5
LEDGF integ inh	-3	0	1	4	6	5	-2	-2	0
HTRA1 inh	6	0	7	1	0	0	2	1	-6
TCR-CD3 inh	-2	7	4	-1	6	0	-4	-1	4
TDP2 inh	-7	-2	-3	-8	5	2	15	-9	-8
MBD2 inh	3	1	7	-7	3	6	0	-2	-3
rCAG RNA binder	2	8	-1	-1	4	-6	-10	-3	6
NPR2 activator	2	-4	0	-5	2	-4	-1	-6	2

37) COc1ccc(CNCC#CC2=CCCCC2)c(OC)c1
38) COCc1cc(N2CCN(C(=O)OC(C)(C)C)C[C@H]2C)ccc1N1CC[C@@H](O)C1
39) CCCn1c(SCC(=O)N2CCCc3ccccc32)nc2c1c(=O)n(C)c(=O)n2C
40) COc1ccc2c(-c3ccccc3)cc(SCC(N)=O)nc2c1
41) O=C(CC(Nc1cccc(Cl)c1Cl)C(=O)OCC(=O)c1cccs1)c1ccccc1 (stereo unspecified)
42) COc1ccccc1C(=O)NCCN1CCCC1
Assay by compound	37	38	39	40	41	42
PRMT1 FP inh	4	66*	-4	6	17	-1
SIAE inh	-2	4	-8	-9	-10	7
ABHD4 inh	10	26	-2	-13	-5	6
LEDGF integ inh	3	14*	-2	-4	-1	-2
HTRA1 inh	·	·	-1	-25	-33	11
TCR-CD3 inh	·	-9	4	-1	5	-1
TDP2 inh	-4	3	-6	-6	6	10
MBD2 inh	0	6	-2	-4	-2	-1
rCAG RNA binder	2	11	-9	-4	5	1
NPR2 activator	-2	-4	-2	-6	-2	-3

43) COc1ccccc1N1CC(C(=O)Nc2cccc(C(=O)O)c2)CC1=O (stereo unspecified)
44) O=C(NCc1ccc2c(c1)OCO2)c1ccc(C2SCC(=O)N2Cc2ccco2)cc1 (stereo unspecified)
45) CC(C)CCN1C(=O)CSCC1(C)C(=O)NCc1ccccc1 (stereo unspecified)
46) COc1ccc(-c2csc(N(CCCN(C)C)C(=O)c3ccccc3F)n2)cc1
47) S=C(NCCCCNC(=S)NCc1ccccc1)NCc1ccccc1
Assay by compound	43	44	45	46	47
PRMT1 FP inh	-3	4	0	2	-3
SIAE inh	3	3	6	2	-2
ABHD4 inh	6	2	2	9	-1
LEDGF integ inh	-1	5	1	-1	0
HTRA1 inh	6	-12	·	-4	-7
TCR-CD3 inh	0	5	-7	-7	7
TDP2 inh	-8	-1	13	10	9
MBD2 inh	-2	2	1	2	1
rCAG RNA binder	3	9	-1	-3	4
NPR2 activator	-5	-6	-3	-11	3

Bioassay records as filed in PubChem BioAssay.
